Assay outcomes as filed in PubChem.
Cdc42 wt: human Cdc42 wildtype GTP binding change, either direction. 190,000 tested, 0.2% active. AID 761. percent activity (GTP binding), % at 10 µM. GST-Cdc42 beads, Bodipy-GTP binding, flow cytometry; actives lie on both sides. P60953;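 active = percent activity GTP binding at least 20 points away from the 100% baseline, either down as inhibitor or up as activator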;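 note: median bead fluorescence of bound Bodipy-FL-GTP at 100 nM; 0% = excess unlabeled GTP control and 100% = no compound control; below 100% means less GTP binding so inhibitor and above means activator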
Rab7 wt GTP bind: modulators of GTP binding to dog Rab7 wildtype GTPase; GST-Rab7 beads, fluorescent GTP binding, flow cytometry; actives lie on both sides; untreated = 100%, excess cold GTP = 0%; AID 758; GTP binding activity (percent of control), % at 10 µM; 190,000 tested, 0.055% active;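 active = fluorescent GTP binding to Rab7 beads changed by at least 20 points from the 100% baseline, either direction, mostly lower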;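 note: median green fluorescence of bound Bodipy-FL-GTP per Rab7 bead population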
Rac1 wt GTP bind: human Rac1 wildtype GTP binding, inhibitors and activators | GST-Rac1 beads, fluorescent GTP binding, flow cytometry; actives lie on both sides; 0 = cold GTP competed, 100 = untreated | GTP binding activity (% of control), % at 10 µM | 190,000 tested, 0.27% active;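 active = GTP binding activity at least 20 points away from the 100% control level, either lower or higher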
Mcl1-Noxa inh: Mcl-1/Noxa interaction inhibition | TR-FRET Mcl-1/Noxa peptide binding, 2 h | Q07820 | 220,000 tested, 1.5% active | inhibition, % at 21.7 µM;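 active = compounds that cut the protein-peptide binding signal by more than 50% relative to plate controls in a single-dose test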;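 note: His-tagged Mcl-1 with rhodamine Noxa BH3 peptide and terbium anti-His antibody; 0% = Mcl-1 plus Noxa peptide wells and 100% = peptide-only wells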
Target sequence (Q07820 whole entry, looked up): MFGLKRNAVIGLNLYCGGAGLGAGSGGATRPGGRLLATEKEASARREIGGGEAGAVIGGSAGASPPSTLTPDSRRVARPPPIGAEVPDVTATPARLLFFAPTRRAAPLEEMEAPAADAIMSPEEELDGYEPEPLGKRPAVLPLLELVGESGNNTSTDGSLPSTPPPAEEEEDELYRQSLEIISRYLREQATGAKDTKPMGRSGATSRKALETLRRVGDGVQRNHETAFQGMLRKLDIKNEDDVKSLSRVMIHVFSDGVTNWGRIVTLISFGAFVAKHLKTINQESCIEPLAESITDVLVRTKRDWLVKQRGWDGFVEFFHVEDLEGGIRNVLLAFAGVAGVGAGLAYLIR
HRas wt GTP bind: human HRas wildtype GTP binding, change in either direction; GST-Ras wt beads, Bodipy-FL-GTP binding, flow cytometry; actives lie on both sides; GTP binding activity, % at 10 µM; 190,000 tested, 0.14% active; AID 759;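 active = GTP binding activity at least 20% away from the 100% baseline, either lowered as inhibitor or raised as activator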;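 note: 0% = unlabeled GTP competition control and 100% = no-compound control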
Target sequence (P01112 whole entry, looked up): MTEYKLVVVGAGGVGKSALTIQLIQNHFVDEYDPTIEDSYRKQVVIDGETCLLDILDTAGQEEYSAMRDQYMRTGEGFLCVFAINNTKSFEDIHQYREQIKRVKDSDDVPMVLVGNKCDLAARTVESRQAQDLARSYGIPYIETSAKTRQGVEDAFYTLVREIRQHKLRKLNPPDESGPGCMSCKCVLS
Mcl1-Bid inh: disrupts binding of human Mcl-1 to Bid peptide. TR-FRET Mcl-1/Bid-Dy647 peptide binding, 1536-well. inhibition, % at 21.7 µM. 220,000 tested, 0.97% active;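 active = compounds that cut the binding signal by more than half at the single screening dose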;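 note: His-tagged Mcl-1 with europium anti-His antibody binding Bid BH3 peptide; 0% = Mcl-1 plus peptide wells and 100% = peptide-only wells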
RGS8-Gao reg: human RGS8-Galphao interaction regulation. multiplexed bead flow cytometry, RGS8-Galphao binding; actives lie on both sides. response (percent of control binding), % at 10 µM. 220,000 tested, 0.34% active. AID 1423; in the data active = response below about 60% or above about 140%; inactive = in between;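 note: Galphao activated as the GDP aluminium fluoride complex binding bead-coupled RGS8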
Target sequence (P09471 whole entry, looked up): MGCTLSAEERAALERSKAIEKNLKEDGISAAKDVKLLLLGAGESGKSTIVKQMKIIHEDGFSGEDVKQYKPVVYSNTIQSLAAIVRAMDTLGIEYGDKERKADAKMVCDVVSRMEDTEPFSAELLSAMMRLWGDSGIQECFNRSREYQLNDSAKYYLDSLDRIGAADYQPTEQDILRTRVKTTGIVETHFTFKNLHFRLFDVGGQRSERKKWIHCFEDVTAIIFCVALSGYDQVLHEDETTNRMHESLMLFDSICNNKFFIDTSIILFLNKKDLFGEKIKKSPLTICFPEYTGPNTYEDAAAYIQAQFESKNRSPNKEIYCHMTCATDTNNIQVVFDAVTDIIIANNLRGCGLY
Pf gamet viab: P. falciparum stage V gametocyte viability inhibition; inhibition, % at 10.9 µM; 150,000 tested, 0.065% active; P. falciparum stage V gametocytes, ATP luminescence, 24 h; AID 743093;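 active = inhibition above the mean plus 3 SD of compounds within the control limits, set per campaign, cut at about 38% in these data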;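 note: 0% = DMSO wells and 100% = medium only without gametocytes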
Rab2 wt GTP: changes GTP binding to wildtype dog Rab2A, up or down; P61105; GST-Rab2 wt beads, Bodipy-GTP binding, flow cytometry; GTP binding activity, % at 10 µM; 190,000 tested, 0.19% active;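 active = GTP binding activity at least 20 points away from 100%, either lowered or raised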;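 note: 0% = beads with excess unlabeled GTP and 100% = no-compound control corrected for plate trend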
Rac1 act GTP bind: human Rac1 activated mutant GTP binding change | P63000 | GST-Rac1 activated beads, fluorescent GTP binding, flow cytometry; actives lie on both sides; 100% means binding = to untreated wells | percent activity (GTP binding), % at 10 µM | 190,000 tested, 0.11% active | AID 764;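 active = GTP binding at least 20 percentage points away from the 100% baseline, in either direction, so actives lie on both sides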
Mcl-1 Bim block: human Bim-Mcl-1 interaction inhibition | Q07820 | Bead-based flow cytometry, Bim peptide-Mcl-1 binding | inhibition, % at 10 µM | 190,000 tested, 0.1% active; in the data active = inhibition above about 40%;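 note: 0% = no compound tracer wells and 100% = peptide blocker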
An asterisk follows results filed as active; x = not tested or not shown. The order is random. Share with any hit: about 2.9%.

SMILES	Cdc42 wt	Rab7 wt GTP bind	Rac1 wt GTP bind	Mcl1-Noxa inh	HRas wt GTP bind	Mcl1-Bid inh	RGS8-Gao reg	Pf gamet viab	Rab2 wt GTP	Rac1 act GTP bind	Mcl-1 Bim block
CNCCOc1ccccc1-c1ccccc1	102	100	105	13	101	33	121	x	103	99	-6
O=C(CCCOc1ccc(Cl)cc1Cl)Nc1cccnc1	103	99	104	11	101	28	101	x	101	100	-2
Cc1ccc(CNC(=O)C2CCCN(c3nc4ccccc4o3)C2)cc1 (stereo not given)	98	100	98	9	100	-7	95	x	99	94	-5
COc1ccccc1NC(=O)C(=O)N/N=C(\C)CC(=O)Nc1ccccn1	94	107	102	-14	100	-17	100	12	101	95	0
CC1CCCCN1C(=O)COC(=O)c1n[nH]c2ccccc12 (stereo not given)	104	101	106	-13	102	-34	100	x	103	100	-4
COc1ccc2nc(-n3c(C)ccc3C)sc2c1	98	102	104	-7	100	-30	98	12	100	99	-2
CCOCCCNC(=O)c1c[nH]c2c(CC)cccc2c1=O	92	96	95	-7	96	-4	104	x	94	94	-3
COc1ccc(/C(O)=C2\C(=O)C(=O)N(c3cc(C)on3)C2c2cccc(OC)c2OC)cc1C (stereo not given)	99	98	99	14	95	2	106	8	98	93	1
CN(C)C=NC(=O)/C(C#N)=C1\CCc2ccccc2N1	102	98	101	0	101	11	104	12	104	97	0
O=C1CC[C@@H](CN(Cc2ccccc2)Cc2cn[nH]c2-c2cc3ccccc3o2)N1	102	98	101	13	97	-44	99	5	100	98	-3
COCCSc1ccccc1C(=O)NCC1CCCO1 (stereo not given)	100	94	99	18	98	-12	92	-12	97	96	3
COCCCNC(=S)NNC(=O)c1ccc(S(=O)(=O)N2CCC(C)CC2)cc1	95	98	99	7	97	-48	99	x	96	95	-1
COc1ccc(NC(=O)COc2nc(N(C)C)nc(N(C)C)n2)cc1	100	99	101	10	101	-9	97	x	100	97	0
CCN(CC)C(=O)COc1ccc2oc(C)c(C(=O)OC(C)C)c2c1	100	106	101	5	99	-10	92	x	100	97	23
CC(=O)c1nn(-c2cccc(Br)c2)cc1C(=O)c1cccc2ccccc12	100	97	105	19	102	-21	94	-11	100	99	-3
Cc1cccc(NC(=O)C2c3ccccc3Oc3ccccc32)n1	90	99	90	12	91	-5	70	8	93	91	-4
CCC(C(=O)Nc1ccccc1C(=O)N1CCCC1)N1C(=O)c2ccccc2C1=O (stereo not given)	101	101	106	-16	99	-10	103	x	101	98	-4
CCCNC(=O)c1nc(C)n(-c2cc(Cl)ccc2Cl)n1	97	94	97	10	95	-23	102	20	96	99	-2
Cc1ccc2nc(Nc3nc(CSc4nnnn4-c4ccccc4)cc(=O)[nH]3)nc(C)c2c1	95	102	99	5	100	14	98	12	98	98	-1
COc1ccc([C@H]2[C@H](C(C)=O)N3N=Cc4ccccc4C3C23C(=O)OC(C)(C)OC3=O)cc1 (stereo not given in full)	103	99	106	17	103	-35	99	-17	102	102	-2
COc1ccccc1NC(=S)NCCc1ccccc1	104	97	102	14	101	-21	100	2	102	99	-4
CCOC(=O)c1ccc(NC(=O)Nc2c(C)nn(C)c2C)cc1	101	97	100	1	100	-16	103	x	101	99	-1
O=[N+]([O-])c1cc(/C=N/O)ccc1SCc1ccccc1	102	103	108	4	104	-25	103	-8	102	100	0
CCN1CCN(C(=O)Cn2ncc3ccsc3c2=O)CC1	96	100	98	-1	98	-20	104	x	98	97	0
CCn1c(N2CCN(C(=O)/C=C/c3ccccc3)CC2)nc2ccccc21	93	101	100	-4	97	-7	100	15	94	95	1
O=C(/C=C/c1cccc([N+](=O)[O-])c1)NCCSCc1cccc(Cl)c1	93	99	96	14	98	-10	102	-21	96	97	0
Cc1ccccc1OCCN1C(=O)NC2(CCCc3ccccc32)C1=O (stereo not given)	98	98	96	18	99	15	100	-9	97	97	0
CCCc1ccc(OCc2ccc(C(=O)Nc3cccc(C)n3)o2)c(OC)c1	112	97	99	-6	102	-1	99	18	107	93	-2
C=Cn1cc[n+](CC(=O)c2ccc(C)cc2)c1	105	99	101	-6	99	-8	100	x	99	96	-2
OC1CCN(C(c2ccc3ncccc3c2)c2nnnn2C2CCCCC2)CC1 (stereo not given)	100	99	98	-8	98	-21	101	-6	98	98	-1
O=C(CCCN1C(=O)c2ccccc2C1=O)Nc1c2c(nc3c1CCC3)CCC2	103	104	100	1	100	16	116	x	103	98	2
CCSc1nnc(NC(=O)C2CCCN(S(=O)(=O)c3cnc[nH]3)C2)s1 (stereo not given)	101	99	100	18	98	-9	97	x	101	98	-5
CCNC(=S)NNC(=S)NCc1ccccc1	102	100	105	16	97	-78	100	10	96	98	-8
Cc1ccc(-c2nnc(SCC(=O)n3c4c(c5ccccc53)CCCC4)o2)cc1	104	103	106	3	102	-10	102	x	102	101	-1
CCc1ccc(NC(=O)CSc2nc3[nH]ncc3c(=O)[nH]2)cc1	94	102	92	-47	94	-23	93	23	95	92	-1
O=C(Nc1ccccn1)C12CC3CC(CC(C3)C1)C2	101	98	100	-14	98	-9	90	x	100	99	-2
COc1ccc(OCCOCCOc2ccc(C)cc2[N+](=O)[O-])cc1	100	99	102	2	98	-9	108	-4	97	99	17
O=C(Oc1cccc(N2C(=O)C3C4c5ccccc5C(c5ccccc54)C3C2=O)c1)c1ccco1 (stereo not given)	98	98	100	-8	100	92*	102	-16	99	98	-4
Cc1ccc(NC(=S)N2CCCC(CO)C2)c(C)c1 (stereo not given)	99	106	101	-24	99	-16	104	4	101	100	-2
CCOC(=O)Nc1ccc2c(CN3C(=O)NC(CC)(CC)C3=O)cc(=O)oc2c1	100	101	100	25	101	-1	100	x	101	100	-1
Cc1cc(NC(=O)c2c([N+](=O)[O-])cnn2C)no1	103	102	102	2	101	-34	97	x	100	100	1
O=C1CC(NC(=O)C(F)(F)F)=NN1c1ccccc1	100	105	102	17	99	-7	99	11	102	94	1
CCCC1C2C(=O)N(c3ccccc3)C(=O)C2ON1c1ccccc1 (stereo not given)	99	98	104	6	96	5	97	x	100	97	3
COC(=O)c1ccc(NC(=O)CSc2nnc(COc3ccc4c(c3)CCCC4)o2)cc1	107	106	111	9	104	-20	102	13	104	101	-4
CCOc1cc(C(=O)Nc2ncccn2)cc(OCC)c1OCC	100	98	102	4	99	-14	107	x	100	97	-1

Whole records, looked up by structure:
COC(=O)c1ccc(NC(=O)CSc2nnc(COc3ccc4c(c3)CCCC4)o2)cc1 across the screens: Cdc42 wt = 107; Rab7 wt GTP bind = 106; Rac1 wt GTP bind = 111; Mcl1-Noxa inh = 9; HRas wt GTP bind = 104; Mcl1-Bid inh = -20; RGS8-Gao reg = 102; Pf gamet viab = 13; Rab2 wt GTP = 104; Rac1 act GTP bind = 101; Mcl-1 Bim block = -4
CC(=O)c1nn(-c2cccc(Br)c2)cc1C(=O)c1cccc2ccccc12 across the screens: Cdc42 wt = 100; Rab7 wt GTP bind = 97; Rac1 wt GTP bind = 105; Mcl1-Noxa inh = 19; HRas wt GTP bind = 102; Mcl1-Bid inh = -21; RGS8-Gao reg = 94; Pf gamet viab = -11; Rab2 wt GTP = 100; Rac1 act GTP bind = 99; Mcl-1 Bim block = -3

(list continues)
SMILES	Cdc42 wt	Rab7 wt GTP bind	Rac1 wt GTP bind	Mcl1-Noxa inh	HRas wt GTP bind	Mcl1-Bid inh	RGS8-Gao reg	Pf gamet viab	Rab2 wt GTP	Rac1 act GTP bind	Mcl-1 Bim block
CCOc1cc(OCC)nc(S(C)(=O)=O)n1	100	96	104	0	100	-29	99	-12	98	97	-1
CC1CN(Cc2nc3c(c(=O)n(C)c(=O)n3C)n2Cc2cccc(Cl)c2)CC(C)O1 (stereo not given)	100	96	100	9	98	-10	102	x	98	97	0
Cc1ccc(NC2SC(=O)N(Cc3cccc(C(=O)O)c3)C2=O)cc1 (stereo not given)	101	104	105	0	103	-16	102	x	103	99	-2
Cc1ccc(-c2nnn3c2nc(Cl)c2ccccc23)cc1	99	98	103	10	96	-5	102	-8	97	95	-7
COc1ccc(-n2nc(C(=O)NCC(=O)NCc3ccco3)c3ccccc3c2=O)cc1Cl	97	98	98	-12	99	-25	98	-6	97	97	-3
O=C(CSc1nnc(-c2ccc(OC(F)F)cc2)o1)NCc1cccs1	101	96	102	2	99	-42	103	-4	96	100	0
CCOC(=O)c1cnc(SC)nc1NCCOC	95	100	97	-1	96	-15	94	-25	100	95	-1
CCCn1cc(S(=O)(=O)CC(=O)NC2CCCCC2)c2ccccc21	98	97	104	-9	98	5	82	x	101	100	x
Cc1cc(C)n2nc(C(=O)OCCOc3ccc(F)cc3)nc2n1	102	100	97	1	100	-12	103	17	101	95	-2
COc1cc(/C=C/C(=O)c2ccc(O)cc2)ccc1OCC#N	95	92	99	-5	96	-13	99	14	96	95	-5
Cc1ccc(S(=O)(=O)c2c(N)n(Cc3ccco3)c3nc4ccccc4nc23)cc1	99	96	103	46	100	-24	100	x	99	99	1

Part of the list above in order of formula weight, lowest first.
SMILES	Cdc42 wt	Rab7 wt GTP bind	Rac1 wt GTP bind	Mcl1-Noxa inh	HRas wt GTP bind	Mcl1-Bid inh	RGS8-Gao reg	Pf gamet viab	Rab2 wt GTP	Rac1 act GTP bind	Mcl-1 Bim block
CCNC(=S)NNC(=S)NCc1ccccc1	102	100	105	16	97	-78	100	10	96	98	-8
Cc1ccc(-c2nnn3c2nc(Cl)c2ccccc23)cc1	99	98	103	10	96	-5	102	-8	97	95	-7
Cc1cc(C)n2nc(C(=O)OCCOc3ccc(F)cc3)nc2n1	102	100	97	1	100	-12	103	17	101	95	-2
Cc1ccc(CNC(=O)C2CCCN(c3nc4ccccc4o3)C2)cc1 (stereo not given)	98	100	98	9	100	-7	95	x	99	94	-5
CC1CN(Cc2nc3c(c(=O)n(C)c(=O)n3C)n2Cc2cccc(Cl)c2)CC(C)O1 (stereo not given)	100	96	100	9	98	-10	102	x	98	97	0
Cc1ccc2nc(Nc3nc(CSc4nnnn4-c4ccccc4)cc(=O)[nH]3)nc(C)c2c1	95	102	99	5	100	14	98	12	98	98	-1
